# Source: PubChem BioAssay (several laboratories)
# NPY Y2 blocker = NPY-Y2 (human) receptor antagonism. actives 0.99% (n = 140,000). inhibition, % at 2.7 µM. NPY-Y2 expressing cells, antagonist mode; in the data active = inhibition above about 17%;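 also: 0% = vehicle with agonist challenge and 100% = reference antagonist with challenge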
# Target sequence (P49146 whole entry, looked up): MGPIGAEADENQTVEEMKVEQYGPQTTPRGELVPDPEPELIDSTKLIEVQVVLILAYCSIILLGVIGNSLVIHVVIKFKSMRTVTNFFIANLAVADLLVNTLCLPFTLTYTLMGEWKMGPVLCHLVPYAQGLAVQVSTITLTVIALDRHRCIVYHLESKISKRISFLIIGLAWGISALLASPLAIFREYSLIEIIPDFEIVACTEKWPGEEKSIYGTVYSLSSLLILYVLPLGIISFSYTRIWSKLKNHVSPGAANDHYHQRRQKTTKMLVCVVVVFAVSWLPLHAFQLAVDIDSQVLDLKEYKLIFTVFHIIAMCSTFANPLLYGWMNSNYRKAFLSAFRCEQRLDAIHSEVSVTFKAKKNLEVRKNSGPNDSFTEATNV
# E-sel TNF inh = TNF alpha driven E-selectin expression inhibition; inhibition, % at 2 µM; HUVEC TNFa-induced E-selectin immunofluorescence, high content; actives 0.71% (n = 120,000);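 active = inhibition above the batch mean plus 3 SD, and confirmed as a hit on visual image review, cut at about 43% in these data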;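 also: 0% = TNF-stimulated DMSO wells and 100% = unstimulated control wells; not every result past the cut was called active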
# MRP1 act = activators of MRP-1. H69AR cells + doxorubicin, viability rescue, CellTiter-Glo. viability increase, % at 10 µM. actives 0.61% (n = 140,000). AID 799;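 active = viability gain under doxorubicin at or above a set limit, the compound median plus 3 SD, cut at about 4.7% in these data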;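 also: MRP-1 overexpressing cells given doxorubicin 25 µM after compound pretreatment; 18-22 h compound pretreatment then 72 h with doxorubicin before readout; 0% = doxorubicin-only wells and 100% = vehicle-treated cells without doxorubicin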
# Measles CPE = protection of cells from measles virus; Measles virus-infected cells, CPE protection, absorbance; protection (pct of control), % at 4 µM; actives 1.5% (n = 140,000); AID 841; in the data active = protection mostly above about 24%, no sharp cut-off; inactive = mostly below about 26%; also: some compounds called inactive have numbers as strong as hits
# Phagocyt inh = inhibitors of macrophage phagocytosis. AID 1029. inhibition, % at 5 µM. actives 0.07% (n = 110,000). J774A.1 macrophage IgG-bead phagocytosis, imaging;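 active = inhibition above the mean of the plate negative controls plus 5 SD, cut at about 13% in these data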;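 also: phagocytic index as fraction of beads internalized from green versus red external bead signal; plate controls were DMSO negative control for no effect and cytochalasin-D positive control for full effect; some results beyond the cut were filed as inactive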
# GALR2 blocker = blocks the human galanin receptor 2. O43603. GALR2-expressing cells, antagonist mode. inhibition, % at 4 µM. actives 0.39% (n = 140,000); in the data active = inhibition above about 27%;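 also: cells stimulated with galanin 1-16 at roughly its EC80; 0% = agonist challenge control and 100% = basal control without agonist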
# Target sequence (O43603 whole entry, looked up): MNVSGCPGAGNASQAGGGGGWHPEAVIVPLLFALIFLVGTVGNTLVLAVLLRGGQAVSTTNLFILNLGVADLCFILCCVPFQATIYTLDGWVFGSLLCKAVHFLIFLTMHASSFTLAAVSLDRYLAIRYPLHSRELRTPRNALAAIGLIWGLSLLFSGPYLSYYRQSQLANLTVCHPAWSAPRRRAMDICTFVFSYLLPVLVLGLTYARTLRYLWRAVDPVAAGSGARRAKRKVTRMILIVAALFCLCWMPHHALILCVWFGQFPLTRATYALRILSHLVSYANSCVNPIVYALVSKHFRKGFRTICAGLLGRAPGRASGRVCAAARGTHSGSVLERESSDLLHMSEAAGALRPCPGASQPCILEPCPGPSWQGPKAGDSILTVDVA
# Yeast lifespan up = extends the lifespan of yeast; S. cerevisiae growth with nicotinamide, OD615; deaD strain in restrictive glucose medium; inhibition of the nicotinamide effect, % at 10 µM; actives 0.68% (n = 130,000);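 active = inhibition above a set limit, placed 3 SD over the median of all compounds, cut at about 26% in these data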;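 also: 0% = nicotinamide-treated wells and 100% = cells grown without nicotinamide; some compounds called inactive have numbers as strong as hits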
#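 Assay system: engineered S. cerevisiae DeaD replicative-lifespan strain, galactose-grown log-phase cells; Buffer or medium: CSMM-D glucose medium, restrictive; Probe or stimulus: nicotinamide 1.5 mM; Compound: single dose 10 µM compound, 0.25% DMSO; Schedule: 4 h preincubation then 48 h treatment at 30 °C; Technique: OD615 measurement.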
# bCat KO growth = beta-catenin-lacking colon tumor cell growth suppression; HCT116 beta-catenin knockout viability, CellTiter-Glo, 60 h; stronger effect = lower value; viability, % at 10 µM; actives 1.5% (n = 140,000); AID 818;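 active = viability at or under a set limit, the compound median less 4 SD, cut at about 6% in these data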;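 also: 0% = Hyamine 1622 control at 20 µM and 100% = untreated cell control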
# Yeast growth inh = reduces growth of yeast BB579 in restrictive medium. S. cerevisiae BB579 growth, OD615, 48 h. inhibition, % at 10 µM. actives 0.51% (n = 140,000). AID 804;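 active = inhibition above a set limit, 3 SD over the mean compound inhibition, cut at about 44% in these data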; also: inactives centre near -24
#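 System: DeaD yeast strain BB579; buffer or medium: CSMM-D dextrose restrictive medium; technique: OD at 615 nm; schedule: 4 h cell preincubation, 48 h compound exposure, 30 °C humidified; doses: single 10 µM dose; controls: amphotericin B 10 µg/mL, positive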
# HCT116 PTEN-null = growth suppressors of cells with PTEN tumor suppressor deletion; actives 1.2% (n = 140,000); HCT116 PTEN-null viability, CellTiter-Glo, 60 h; stronger effect = lower value; viability, % at 10 µM; AID 827;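 active = viability at or below a set limit, 4 SD under the median of all tested compounds, cut at about 3.7% in these data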;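 also: PTEN knockout HCT116 line with beta catenin targeted HCT116 as companion control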
# * marks the source's active call; other numbers are inactive results; / = no result given.
canonical_smiles	NPY Y2 blocker	E-sel TNF inh	MRP1 act	Measles CPE	Phagocyt inh	GALR2 blocker	Yeast lifespan up	bCat KO growth	Yeast growth inh	HCT116 PTEN-null
COC(=O)N/N=C/c1cc(Cl)cc(Cl)c1OCc1ccc(F)cc1	0	/	-1.2	5	5	-8	6	85	-2	85
O=C(CSc1nnc(-c2ccc3c(c2)OCCO3)o1)N1CCCC1	16	24	-2.5	21	0	-2	-6	94	-28	94
CCCC(=O)Nc1sc2c(c1C#N)CCCCC2	-4	/	1.6	6	/	-10	/	0.9*	-33	1.0*
CC(=O)Nc1ccc(NC(=S)NC(=O)c2oc3ccccc3c2C)cc1	11	7	0.6	16	3	4	1	98	-67	109
Fc1ccc(CNC(=S)Nc2ccc(OC(F)F)cc2)cc1	-1	/	-2.3	9	-2	13	0	93	-19	86
CCOCCOC(=O)C(C)Oc1ccc(Oc2ncc(Cl)cc2Cl)cc1 (stereo not given)	4	7	-1.6	10	-12	-2	0	83	-8	80
COc1ccc(S(=O)(=O)N(C)CC(=O)Nc2cccc(C(C)=O)c2)cc1Cl	5	/	-4.5	6	-1	-6	-7	81	-2	89
COc1ccc(NC(=O)CN(C)C(=O)c2ccc(C)s2)cc1	0	-2	-0.5	22	/	2	-16	93	-42	95
COc1ccc([N+](=O)[O-])cc1NCc1ccccc1C	3	/	-2.8	7	/	3	-21	78	8	76
CS(=O)(=O)N(CC(=O)NCc1ccc(Cl)cc1)C1CCCCC1	2	11	1.5	4	/	-1	/	86	12	90
Cc1ccc2nc(SCC(=O)NCc3ccco3)[nH]c2c1	3	1	-1.1	6	-1	-5	-7	96	-6	94
O=C(Nc1cc2c(cc1Br)OCCCO2)c1ccccc1	-1	-4	-1.7	7	1	5	-4	77	-45	93
CCCCOc1ccc(C2C(C(=O)c3ccc(C)o3)=C(O)C(=O)N2CC2CCCO2)cc1 (stereo not given)	1	-13	-1.6	6	1	-2	4	91	-19	94
Cc1cc(C)n(C(CC(=O)O)C(=O)O)n1 (stereo not given)	1	-5	0.1	12	0	7	/	93	-29	98
C=C(C)CSc1nnc(CCNC(=O)OC(C)(C)C)o1	-1	0	2.0	10	-1	-19	-2	105	-27	100
COc1ccc(C(C)=O)cc1COC(=O)c1cnc(C)cn1	2	-9	-0.9	4	2	7	-7	89	-13	98
CC1Cc2ccccc2N1C(=O)c1cc2c(=O)n3ccccc3nc2n1C (stereo not given)	3	/	-5.0	-1	/	7	-5	61	-18	41
COc1cc(Nc2ccc(C(=O)O)cc2[N+](=O)[O-])cc(OC)c1	4	-3	-4.4	7	0	-5	7	91	-72	99
Cc1ccc(C)c(OCCSc2nnc(-c3cccnc3)n2N)c1	3	/	-1.8	12	-2	-26	9	92	-46	90
Cc1ccc(S(=O)(=O)N2CCN(C(=O)c3cc4c(C)nn(-c5ccccc5C)c4s3)CC2)cc1	-4	-30	-3.7	31	/	1	-19	68	-38	62
O=C1CN(C(=O)CN2CCOCC2)C(c2ccccc2)c2cc(Br)ccc2N1 (stereo not given)	4	/	-0.8	12	0	2	-4	81	-52	91
Cc1ccc(C(=O)N(c2ccccn2)C(C)c2ccco2)cc1C (stereo not given)	0	-9	0.3	14	0	0	-15	90	13	91
CCOC(=O)C1C(=O)OC(C)(C)C1C(C)C(=O)c1ccc(C)cc1 (stereo not given)	0	18	-0.9	14	-4	2	12	92	-50	106
Cc1ccc(CNC(=O)C(C)OC(=O)c2cccs2)cc1 (stereo not given)	3	40	-1.2	15	-1	4	-4	97	-23	91
Cc1ccc(NC2=Nc3ccccc3N3C2=Nc2c(c(C)nn2-c2ccccc2)C3c2ccc(O)c(O)c2)cc1 (stereo not given)	-3	-22	-6.2	4	/	58*	-12	1.2*	-34	1.1*
O=C(NCc1ccco1)c1nc2c(nnn2Cc2ccccc2Cl)c(=O)[nH]1	11	5	-4.6	1	/	3	/	8	-2	7
CCOC(=O)CCC(=O)N1CCOCCOCCOCC1	-1	0	2.5	10	0	-3	-5	103	-13	105
CCCC(=O)N(CCN(Cc1ccccc1)C(=O)CCC)Cc1ccccc1	25*	32	-3.0	1	/	-3	-6	78	-29	63
Cc1ccsc1/C=C(\C#N)C(=O)NCc1cccnc1	1	/	-1.6	15	-11	-9	0	94	1	102
CCn1c(=O)cc(SCC(=O)NCc2ccc3c(c2)OCO3)c2ccccc21	1	17	-1.3	17	2	-14	-23	105	-16	103
Cc1ccc(C)c(Cc2c(C)nc3c(C(=O)N4CCOCC4)cnn3c2C)c1	-2	-4	-3.3	40*	0	-4	-18	94	-18	90
Cc1ccc(-n2nnnc2SCC(=O)c2cc(C)n(CC3CCCO3)c2C)cc1 (stereo not given)	/	/	-2.7	20	0	/	/	86	-29	67
CCOC(=O)c1c(C)nc2sc(C(=O)Nc3ccc(OC)cc3)c(N)c2c1-c1ccc(OC)cc1	0	-9	-3.5	4	2	-1	-11	22	-50	25
Cc1ccsc1/C=N/N1CCN(C2c3ccccc3-c3ccccc32)CC1	0	-5	-0.7	8	/	3	-7	88	-31	81
Cc1[nH]n2c(=O)c3c(nc2c1-c1cccc2ccccc12)CCC3	8	-39	-4.0	0	/	-6	-6	29	5	27
COCCN=c1scc(-c2cccs2)n1/N=C/c1ccc(O)c(O)c1O	0	/	-5.3	4	-1	9	-1	60	-35	59
COc1cc(OC)c(NC(=S)Nc2cc(Cl)cc(Cl)c2)cc1Cl	-1	5	-0.8	26	/	-4	-4	84	10	65
CCC(=O)Nc1nnc(C)s1	0	-11	-0.2	4	/	7	/	93	0	92
COc1ccc(C(=O)Nc2ccccc2)cc1S(=O)(=O)Nc1cc(C)on1	1	-6	-0.9	16	0	5	-4	122	-41	98
Cc1ccc(S(=O)(=O)NCCOCCNS(=O)(=O)c2ccc(C)cc2)cc1	-2	-7	-3.8	7	0	5	-14	87	-5	88
CC(/C=C/C(=O)c1ccc(C)cc1)=C\c1ccccc1	6	-5	-4.5	12	-3	3	-9	75	-10	76
COc1ccc(NC(=O)C(NS(=O)(=O)c2ccc3c(c2)CCCN3C(C)=O)C(C)C)c(OC)c1 (stereo not given)	2	/	-4.1	26	1	5	-14	98	10	88
S=C(Nc1ccc2nsnc2c1)N1CCCCC1	1	/	-1.8	6	-5	-8	-5	87	-21	88
CCn1cc(Br)c(C(=O)NN)n1	-1	8	-1.7	3	2	4	-2	91	-39	94
COc1ccccc1N1CCN(CCNC(=O)Nc2cccc(C)c2C)CC1	7	-1	-0.5	18	0	-5	-8	55	-8	64
O/N=C1\CCC\C1=C/c1ccco1	2	19	-2.1	9	0	8	-5	86	16	90
O=c1cc(-c2c(F)c(F)c(F)c(F)c2F)oc2c(F)c(F)c(F)c(F)c12	0	42	-5.5	-1	-3	69*	106*	1.6*	-32	1.5*
COCCN(C(=O)c1csnn1)C(C(=O)NC(C)(C)C)c1cccc(OC)c1 (stereo not given)	2	-13	-1.0	13	3	4	-3	88	-23	99
COc1ccc(C(=O)c2no[n+]([O-])c2C(=O)c2ccc(OC)cc2)cc1	9	/	-2.4	7	-2	-2	13	95	-25	87
COc1ccc(S(=O)(=O)Nc2ccc(NC(C)=O)cc2)cc1	-1	-3	-1.2	16	/	-19	0	101	-56	109
O=C(c1ccco1)N1CCN(C(c2cccs2)c2sc3ncnn3c2O)CC1 (stereo not given)	2	/	-0.5	16	-1	6	-6	86	16	104
CCOC(=O)C1CCN(S(=O)(=O)c2cc(Br)cc3c2N(C(C)=O)C(C)C3)CC1 (stereo not given)	3	-23	0.1	11	-1	13	-4	84	-41	85
CC(C)c1ccccc1-n1c(SCc2cc(=O)oc3ccc4ccccc4c23)nnc1-c1cccnc1	7	/	-2.5	27	0	-4	2	67	-24	60
Cc1cc(C)n2nc(SCC(=O)c3cc(C)n(-c4cc(C)on4)c3C)nc2n1	2	/	-1.8	4	0	10	-5	74	-35	78
C=C(C)C1CC=C(C)/C(=N/NC(=O)c2ccoc2C)C1 (stereo not given)	3	/	-0.1	2	-11	-1	-1	86	-26	80
O=C1c2ccccc2C(=O)c2c1cccc2N1CCN(Cc2ccccc2)CC1	-7	-20	-3.2	7	1	7	-18	49	-27	50

# Later entries.
canonical_smiles	NPY Y2 blocker	E-sel TNF inh	MRP1 act	Measles CPE	Phagocyt inh	GALR2 blocker	Yeast lifespan up	bCat KO growth	Yeast growth inh	HCT116 PTEN-null
CSc1ccc(NC(=O)NCCN2CCc3ccccc3C2)cc1	0	-6	-1.9	4	-3	-8	-14	71	-38	81
COc1ccc(-n2nc(C(=O)NCC(=O)NCC3CCCO3)c3ccccc3c2=O)c(OC)c1 (stereo not given)	0	/	-2.0	3	0	3	-2	88	-5	102
CCN(CC)CCCNC(=O)C1CCCN(c2nnc(N3CCCC3=O)s2)C1 (stereo not given)	0	1	-0.9	17	/	-4	-7	96	-57	103
COC(=O)Cn1c2[n+](c3ccccc31)CC(O)CS2 (stereo not given)	-2	-8	0.0	7	/	-11	/	78	-16	90
O=c1[nH]c2cc3c(cc2cc1CN(Cc1nnnn1C1CCCC1)C1CCCC1)OCCO3	2	/	-1.0	12	-2	-6	-2	70	-38	68
COc1ccc(C)cc1NC(=O)CN1CCN(CC(=O)Nc2ccccc2F)CC1	1	/	0.2	2	0	-8	-2	96	-17	108
COC(=O)Cn1c(=NC(=O)c2cccc(OC)c2)sc2cc(OC)ccc21	6	/	-0.4	14	-5	-2	-7	91	-13	89
Cc1csc(NC(=O)CN2C(=O)C3CC=CCC3C2=O)n1 (stereo not given)	2	12	-2.8	5	0	-10	0	90	-14	90
O=C(C1CCCN(S(=O)(=O)c2cccc3nonc23)C1)N1CCN(c2ccccc2Cl)CC1 (stereo not given)	-2	-22	-1.9	6	-3	-1	9	53	-47	54
OC1C2(Cc3ccccc3)CN3CCN(C2)CC1(Cc1ccccc1)C3 (stereo not given)	-1	11	-1.5	9	/	-3	-17	71	-29	90
COc1ccc(-c2nnc(SCC(=O)c3ccc[nH]3)o2)cc1	4	-6	-1.0	2	4	6	-12	96	-66	93
CCC(=O)Nc1cccc(NC(=O)c2cccc([N+](=O)[O-])c2C)c1	0	/	-1.0	18	-4	-23	-4	96	2	100
CC1CCN(CCCNC(=O)C2CCN(S(=O)(=O)N3CCCCC3)CC2)CC1	-1	/	-0.5	13	/	5	-5	102	-22	104
O=C(CSc1nc(-c2ccco2)cc(C(F)(F)F)n1)N1CCN(c2ccc(Cl)cc2)CC1	10	-27	-1.1	70*	/	10	/	89	-42	81
Cc1cccnc1NC(=O)c1c(O)c2cccc3c2n(c1=O)CCC3	2	/	-6.3	13	0	2	40	88	-39	78
